V-ATPase pH = regulators of yeast V-ATPase proton transport; 350,000 tested, 0.37% active; S. cerevisiae, pHLuorin cytosolic pH fluorescence; response, % at 10 µM; in the data active = response mostly above about 7.3%, no sharp cut-off; inactive = mostly below about 5.4%; note: actives read high; inactives centre near 0; some compounds called inactive have numbers as strong as hits; reference of the scale not given here
CAL PDZ FP-1 = inhibitors of human CAL PDZ peptide binding; Q9HD26; inhibition, % at 24.9 µM; 300,000 tested, 0.92% active; purified CAL PDZ, TMR-peptide fluorescence polarization, 1 h; AID 602252;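 active = mean inhibition of at least 30% with at least half of replicates also reaching 30%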;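 note: 0% = DMSO neutral control and 100% = excess unlabeled competitor peptide PRC23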
Arrestin-AP2 inh = blocks beta-arrestin peptide binding to AP2 adaptin; FITC-arrestin peptide / GST-AP2 beads, flow cytometry; AP2 beta2 appendage carries R879A mutation; inhibition, % at 10 µM; 340,000 tested, 0.31% active;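 active = inhibition above a set limit, near 3 SD of compounds lacking own fluorescence, cut at about 54% in these data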;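 note: plate controls were DMSO wells for no effect and 5 µM unlabelled arrestin peptide for full effect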
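System: GST-AP2 R879A bound to glutathione beads, E. coli-expressed. Also added: 50 nM FITC-arrestin peptide. Schedule: compound with beads 12 min RT, then probe 1 h RT. Signal: bead flow cytometry, FITC channel. Read-out basis: percent response.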
CAL PDZ FP-2 = inhibitors of human CAL PDZ peptide binding; Q9HD26; purified CAL PDZ, TMR-peptide fluorescence polarization, 1 h; inhibition, % at 20 µM; 330,000 tested, 0.02% active; AID 504414;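 active = highest replicate inhibition of at least 40%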;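 note: plate controls were DMSO neutral control wells for no effect and unlabeled competitor peptide control wells for full effect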
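Assay system – tagged CAL PDZ protein CerCALP, purified · Timing – 1 h at RT · Compound – single point, 20 µM · Measured by – fluorescence polarization from S- and P-plane intensities, G-factor corrected · Evaluation – inhibition from polarization loss · Probe or stimulus – TMR reporter peptide T*-PRC34 · Buffer or medium – pH 7.4 phosphate-saline buffer, reducing agent, detergent, IgG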
DAGLB inhibitor = blocks human DAGLB lipase activity | 340,000 tested, 0.059% active | HEK293T DAGLB membrane lysate, EnzChek fluorogenic substrate | AID 504411 | Q8NCG7 | inhibition, % at 5.17 µM; in the data active = inhibition above about 34%;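 note: 0% = enzyme with vehicle and 100% = wells lacking enzyme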
Keap1-Nrf2 PPI = inhibitors of human Keap1-Nrf2 protein-protein interaction; Keap1 Kelch-Nrf2 peptide fluorescence polarization, 1536-well; Q14145; inhibition, % at 9.4 µM; 340,000 tested, 0.15% active; in the data active = inhibition above about 12%;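 note: human Keap1 Kelch domain with fluorescein labeled Nrf2 9mer peptide probe; 0% = neutral control wells and 100% = peptide positive control; higher means more block of Keap1 binding to Nrf2 peptide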
Cardiac RTF inh = cardiac RTF calcium desensitization; P19429+P45379; IANBD-labeled cardiac RTF, Ca2+ fluorescence; inhibition, % at 7.15 µM; 340,000 tested, 0.12% active; AID 493244;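 active = inhibition above the mean inhibition of all tested compounds plus 3 SD, cut at about 17% in these data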;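 note: assay run at fixed EC70 calcium of 1.6 mM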
NSD2 inh = blocks human histone methyltransferase NSD2; NSD2 peptide methylation, AlphaScreen, 120 min; inhibition, % at 12.5 µM; 310,000 tested, 0.54% active; AID 743445; in the data active = inhibition above about 50%
LANA DNA inh = inhibitors of KSHV LANA C-terminal domain DNA binding | 340,000 tested, 0.078% active | inhibition, % at 9 µM | MBP-C-LANA/FAM-LBS DNA binding, fluorescence polarization;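 active = highest replicate inhibition at or above 60% at 9 µM, even if other replicates fall short; inactive = all replicates below 60% inhibition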;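 note: 0% = neutral control wells and 100% = 4 µM acridine orange control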
DSG3 Ab inh = blocks pemphigus antibody binding to human desmoglein-3 | DSG3-coupled beads, scFv-anti-DSG3-GFP binding, flow cytometry; stronger effect = lower value | binding (percent of control), % at 10 µM | 310,000 tested, 0.48% active;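 active = binding more than 3 SD below its plate's average and above zero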;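 note: hits lower antibody fragment binding to DSG3; some compounds called inactive have numbers as strong as hits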
Target sequence (P32926 whole entry, looked up, the tested form may be a part): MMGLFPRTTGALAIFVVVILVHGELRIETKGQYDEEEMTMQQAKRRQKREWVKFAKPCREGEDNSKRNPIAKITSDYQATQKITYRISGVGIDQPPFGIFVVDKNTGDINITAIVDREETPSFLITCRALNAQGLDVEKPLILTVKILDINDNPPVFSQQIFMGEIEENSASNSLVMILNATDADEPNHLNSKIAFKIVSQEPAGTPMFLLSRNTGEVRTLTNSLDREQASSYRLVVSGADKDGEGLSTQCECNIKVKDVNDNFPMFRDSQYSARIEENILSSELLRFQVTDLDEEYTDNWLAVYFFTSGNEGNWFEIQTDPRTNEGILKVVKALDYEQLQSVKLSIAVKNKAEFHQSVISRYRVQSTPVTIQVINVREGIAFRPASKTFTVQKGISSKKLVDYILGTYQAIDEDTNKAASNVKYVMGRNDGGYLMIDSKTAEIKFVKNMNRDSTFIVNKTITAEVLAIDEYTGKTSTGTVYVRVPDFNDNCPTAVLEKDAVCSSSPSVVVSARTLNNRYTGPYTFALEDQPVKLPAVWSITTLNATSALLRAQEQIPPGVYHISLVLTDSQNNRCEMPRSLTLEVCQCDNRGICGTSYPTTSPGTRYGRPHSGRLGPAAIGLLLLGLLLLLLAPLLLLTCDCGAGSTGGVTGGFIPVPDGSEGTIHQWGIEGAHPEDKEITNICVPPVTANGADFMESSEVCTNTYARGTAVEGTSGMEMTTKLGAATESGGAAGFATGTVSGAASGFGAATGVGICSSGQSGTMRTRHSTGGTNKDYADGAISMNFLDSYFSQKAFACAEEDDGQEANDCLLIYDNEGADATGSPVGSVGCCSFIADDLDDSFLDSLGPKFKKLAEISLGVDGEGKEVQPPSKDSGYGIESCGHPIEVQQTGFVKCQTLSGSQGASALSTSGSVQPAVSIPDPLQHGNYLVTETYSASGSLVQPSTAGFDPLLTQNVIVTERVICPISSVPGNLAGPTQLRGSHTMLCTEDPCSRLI
Numbers without * were called inactive; . = no result given.

Values run as follows: V-ATPase pH, CAL PDZ FP-1, Arrestin-AP2 inh, CAL PDZ FP-2, DAGLB inhibitor, Keap1-Nrf2 PPI, Cardiac RTF inh, NSD2 inh, LANA DNA inh, DSG3 Ab inh
CCC(=NC1CC1)c1c(O)n(-c2ccc(OC)cc2)c(=O)[nH]c1=O
 : -3.5, -1.3, -1.7, -0.1, -1.5, 1.3, 6.8, 1.0, -2.4, 98.9
Cc1ccccc1N
 : -4.1, 3.0, -1.3, 0.7, -1.6, -4.4, 2.3, ., -0.2, 104.4
O=C1NC(=O)C(=Cc2ccc(-c3ccc(S(=O)(=O)N4CCOCC4)cc3)o2)C(=O)N1
 : 3.3, 0.5, -2.8, -0.3, 1.9, -4.4, 8.0, ., 2.6, 98.9
COC(=O)C1=C(c2c(C)noc2C)C[C@@H]2CC[C@H]1N2C(=O)NCC1CC1
 : 0.9, -2.5, 8.2, -0.1, 3.1, -0.9, -5.5, ., 2.2, 107.8
N#CC1c2ccccc2-n2nncc2CN1S(=O)(=O)c1ccccc1 (stereo not drawn)
 : -0.9, -2.4, 1.1, 1.6, -2.1, 1.1, 1.0, ., -1.4, 110.3
O=C(N/N=C/c1c(O)n(CCc2ccc(F)cc2)c(=O)[nH]c1=O)c1ccncc1
 : 3.4, 0.4, -23.8, -1.4, 7.7, -2.1, -7.4, 4.6, -0.2, 116.1
CCOc1ccc(CC2(CCc3ccncc3)C(=O)NC(=O)NC2=O)cc1
 : -1.9, -1.2, 7.5, -0.7, -3.5, -1.4, -5.5, 3.7, -0.3, 103.7
O=C(CSC1c2ccccc2-c2ccccc21)N/N=C/c1ccccc1C(=O)O
 : -1.2, 2.1, 2.8, -0.8, 5.3, -6.5, -14.2, 0.2, 2.5, 99.1
CNC(=O)N(C)c1nnc(C(C)(C)C)s1
 : 2.5, ., -2.6, -0.8, 0.2, -0.8, -11.4, -2.1, 0.4, 99.3
Nc1c(C(=O)NCc2ccco2)c2nc3ccccc3nc2n1CCN1CCCCC1
 : -5.4, -4.8, -7.5, -3.1, 0.4, -1.6, -8.8, -8.0, -2.4, 110.2
C[C@]12C[C@@H](O)[C@H](O)CC1=CCC1C2CC[C@@]2(C)C1CC[C@@H]2O (stereo partly drawn)
 : 1.4, -2.1, -0.6, -0.4, -2.1, -2.2, 3.3, -1.1, 0.5, 131.2
FC(F)(F)c1ccccc1CNCCc1c[nH]c2ccccc12
 : 1.6, -0.8, -1.5, 0.3, -1.7, -1.7, 1.3, 15.3, -0.7, 108.2
CCC(=Nc1ccc(OC)cc1OC)c1c(O)n(C2CCCCC2)c(=O)[nH]c1=O
 : 0.2, -2.2, 4.4, -1.1, 11.4, -1.6, -10.4, 0.0, -0.2, 98.6
CC(C)(C)n1cccc1/C=C1\C(=O)NC(=O)N(c2ccccc2)C1=O
 : 2.0, -9.9, -7.2, -2.9, -0.4, -3.5, -18.3, 2.3, 3.5, 93.4
CCn1c(O)c(C=NCc2ccccc2)c(=O)[nH]c1=S
 : -6.5, -1.2, 38.6, -4.1, -0.8, 3.2, -14.1, -2.0, 5.3, 99.6
CC(C)NC(=O)Cn1cc(C(=O)c2ccccc2)c2ccccc21
 : 0.9, 0.2, 8.3, -0.6, -0.7, 2.6, -3.6, -3.5, -1.3, 100.1
O=c1[nH]c(=S)n(C2CC2)c(O)c1C=NCc1ccc(F)cc1
 : 3.2, -4.7, 39.0, -0.2, -1.2, -0.8, -5.3, 37.9, -0.5, 108.6
COc1cc([C@@H]2c3cc4c(cc3[C@@H](OC)[C@H]3COC(=O)[C@H]23)OCO4)cc(OC)c1O
 : -3.6, -4.6, 22.6, 0.5, -4.9, 0.9, -1.6, ., 0.9, 92.9
Nc1ccc2c(c1)oc1ccccc12
 : -0.2, ., -4.1, -2.4, 0.3, -4.0, -9.9, 5.2, -0.5, 111.5
COc1ccc2[nH]cc(CCN)c2c1
 : -2.5, 3.5, 1.9, 0.3, 2.3, -1.7, 0.8, ., 0.3, 106.2
COC(=O)C1=C(c2ccc(C(C)=O)cc2)C[C@@H]2CC[C@H]1N2C(=O)N1CCCCC1
 : 0.8, 0.8, -7.5, 1.1, 2.1, -6.4, -2.5, ., 0.6, 100.8
CCCCCCOc1ccc(CN2CCN(CCO)CC2)cc1
 : -1.5, 0.4, 8.8, -1.0, 2.1, -0.9, -3.4, 5.4, -0.2, 107.4
CCC(=O)Nc1ccccc1
 : -0.3, -2.0, 2.7, -1.0, -2.1, -3.2, 1.7, ., 1.4, 106.1
Cc1ccc(S(=O)(=O)N2CCCC2c2cccnc2)cc1 (stereo not drawn)
 : 0.8, ., 0.3, -0.2, -0.4, -6.1, -2.2, -0.5, 1.2, 117.7
CCOP(=O)(C#Cc1ccccc1)C(O)c1ccc(Br)cc1 (stereo not drawn)
 : 2.2, ., 8.4, -0.5, -1.6, -3.5, 0.6, ., 16.5, 110.4
CC1=CC(C)CC(C)OC(=O)CC(c2ccc(O)cc2)NC(=O)C(Cc2c(Br)[nH]c3ccccc23)N(C)C(=O)C(C)NC(=O)C(C)C1 (stereo not drawn)
 : -1.4, -2.4, -0.5, -0.2, 3.3, 2.0, 0.5, -0.9, -0.1, 85.4
COC(=O)C1=C(c2cccc(OCc3ccccc3)c2)C[C@@H]2CC[C@H]1N2C(=O)NCc1ccc(Cl)cc1
 : 7.2, -2.8, 5.2, -1.5, -10.4, 1.6, -2.1, ., 1.0, 97.2
O=c1ccc2cc(OC3O[C@H](CO)[C@@H](O)[C@H](O)[C@H]3O)c(O)cc2o1 (stereo partly drawn)
 : -3.2, -3.5, -5.7, -1.3, 3.3, 2.4, 5.2, ., 1.7, 105.0
CCC(CO)(C(=O)OC1CC2CCC(C1)N2C)c1ccccc1 (stereo not drawn)
 : 9.1, ., 2.0, -1.1, -6.2, -3.6, -7.0, -0.6, 0.2, 98.3
CC1(CCO)C(=O)NC(=S)NC1=O
 : 4.0, ., -3.5, -0.4, 0.9, -5.9, -0.5, 0.2, -1.8, 93.1
CC(C)Nc1ccc(Nc2ccccc2)cc1
 : 0.4, -1.5, 23.2, -1.3, 8.7, -4.8, -6.6, 12.6, 0.4, 87.8
O=C(c1ccc(Cl)cc1)C1CCCN(Cc2cccc3cnccc23)C1 (stereo not drawn)
 : -1.7, -4.4, -18.1, -3.3, -4.5, -3.0, -6.9, 3.9, -2.9, 121.7
CCN(CC)P(=O)(Oc1cccc(C)c1)N(CC)CC
 : -1.9, 6.6, -0.5, 0.3, 0.3, -2.0, 8.0, -1.1, -0.2, 99.8
COc1ccc(CCNC(C)CCc2ccc(OC)cc2)cc1 (stereo not drawn)
 : -15.0, -4.5, -2.8, -0.9, 2.1, -0.2, -13.1, 27.5, -0.1, 124.6
CCC(=O)c1cn(Cc2ccc(C#N)cc2)c2ccccc12
 : -4.6, -0.8, 0.2, -0.9, -3.8, 4.6, 5.4, -1.7, -0.5, 109.6
CN1CN=C(N[N+](=O)[O-])N(Cc2ccco2)C1
 : 1.6, -1.6, 4.5, -0.8, 1.0, -9.2, -6.3, -0.3, -0.1, 97.7
CCCCNC(=S)N1CCn2cccc2C1c1cccnc1 (stereo not drawn)
 : 0.6, 0.9, -6.1, 0.2, 0.9, -0.7, 5.5, -1.2, -2.0, 117.5
C#C[C@]1(O)CCC2C3CCC4=C/C(=N/OCC(=O)NC(C)C(=O)NC(CCSC)C(=O)O)CC[C@]4(C)C3CC[C@@]21C (stereo partly drawn)
 : 2.2, -3.2, 0.7, -0.7, 7.3, -3.7, -9.8, -1.7, -0.6, 96.0
CC(C)CCn1c(N)c(C(=O)OCC2CCCO2)c2nc3ccccc3nc21 (stereo not drawn)
 : -3.0, -3.1, 5.7, 0.1, -2.2, 0.5, 6.7, -19.6, 0.1, 100.7
O=c1[nH]c(=S)n(-c2ccccc2Cl)c(O)c1C=NCCN1CCNCC1
 : 1.5, -4.7, -1.9, -0.7, -0.8, -4.8, -6.2, 4.7, 1.9, 105.8
COC1CCCCC1NCCc1ccccc1 (stereo not drawn)
 : 9.6, -5.9, 18.4, -2.8, 0.4, 2.3, -8.2, 0.4, 1.5, 127.3
COCCCNP1(=O)OCC(C)([N+](=O)[O-])CO1 (stereo not drawn)
 : 2.6, -1.3, 3.4, 0.0, 1.9, -2.2, 1.4, -2.7, -2.1, 93.0
COc1cc(CN=C(C)c2c(O)n(C)c(=O)n(C)c2=O)cc(OC)c1
 : 4.7, -7.6, -1.1, -1.0, -0.5, -2.6, 2.7, -1.7, -0.9, .
NCC(O)c1cc(O)c(O)cc1F (stereo not drawn)
 : 0.6, -0.2, 3.8, -0.2, 2.0, -3.8, 13.2, ., 1.2, .
N#Cc1ncc(N=Cc2ccc(N(CCCl)CCCl)cc2)s1
 : 3.2, -0.4, 6.1, 0.7, 0.0, 1.2, -2.8, -2.0, -4.6, 133.1
CCn1c(O)c(C=Nc2ccc(N3CCOCC3)cc2)c(=O)n(CC)c1=S
 : 3.0, 8.0, 0.5, -2.3, 0.8, -5.6, -11.9, -0.3, 5.2, .
CC1=[N+]([O-])C2(N)CCc3nonc3C2(O)C1 (stereo not drawn)
 : 3.8, -3.9, -5.8, -0.2, -0.1, -0.9, -21.1, -2.5, -3.5, .
O=C(C(=O)N1CCOCC1)c1cn(CCCOc2ccccc2)c2ccccc12
 : -0.8, -19.7, -11.5, -3.2, -3.8, 1.0, -7.6, 2.7, 1.4, 111.2
Cc1ccc(C2(O)CC(C)N(C)CC2C)cc1 (stereo not drawn)
 : -2.4, -3.7, -0.6, -0.5, -0.2, -3.3, 3.7, 17.3, -1.2, 104.1
CCOc1ccc(-n2c(O)c(N=Nc3c(C)n(C)n(-c4ccccc4)c3=O)c(=O)[nH]c2=O)cc1
 : -2.4, ., 35.8, -1.4, ., -5.8, ., 6.0, -0.6, 98.1

Additional compounds follow.
Values run as follows: V-ATPase pH, CAL PDZ FP-1, Arrestin-AP2 inh, CAL PDZ FP-2, DAGLB inhibitor, Keap1-Nrf2 PPI, Cardiac RTF inh, NSD2 inh, LANA DNA inh, DSG3 Ab inh
NS(=O)(=O)OC(CCc1ccccc1)C(Cl)(Cl)Cl (stereo not drawn)
 : -2.1, -1.3, 2.7, -0.2, -3.1, 3.4, 1.7, ., 16.2, 102.6
CCC(C)NC(=O)CN1C(=O)CN=C(c2ccccc2)c2ccccc21 (stereo not drawn)
 : 0.1, -4.0, 2.0, -1.4, -0.2, -6.1, 3.5, -2.3, -1.5, 111.6
CCCCCn1c(=O)c(C(=O)Nc2ccccc2C)c(O)c2ccccc21
 : 0.5, -1.2, 28.0, 0.2, -3.1, 4.2, 2.5, -1.4, -1.2, 103.3
COC(=O)C1=C(c2cccc(OCc3ccccc3)c2)C[C@@H]2CC[C@H]1N2C(=O)NCCCOC(C)C
 : -1.0, -2.6, -4.0, -0.2, -4.2, -2.3, -3.2, ., 2.2, 105.3
CCCNC(=O)N1C2CCC1CC(O)(c1cccnc1)C2 (stereo not drawn)
 : -1.6, -4.5, 19.0, -0.2, 1.1, 0.1, 0.8, -0.7, -0.2, 98.0
CCCC1(CCC)C(=O)NC(=Nc2ccccc2)NC1=O
 : 1.2, -1.6, 0.4, -0.9, 0.2, -6.1, 1.5, 0.6, -1.3, 99.2

Screening results (PubChem BioAssay)

Not all compounds are listed, so the mix of outcomes need not match the whole.
